Assay outcomes from PubChem.
NOD2 RIPK2 PPI – NOD2-RIPK2 binding disruptors in cells, primary screen, fluorescence, CHO cells, BLA complementation | Receptor-interacting serine/threonine-protein kinase 2 (Homo sapiens), O43353 | 360,000 tested, 0.38% active | CCF4 ratio | inhibition, % at 4.98 µM | AID 624267, 2012; in the data active means inhibition above about 21%;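 further: 0% = vehicle only and 100% = reference blocker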
SRC2 inh – inhibition of GAL4-SRC2 driven luciferase reporter, primary screen, SRC2 inhibitor project, cell-based, luminescence. HEK293 GAL4-SRC2 luciferase reporter. inhibition, % at 9 µM. 370,000 tested, 0.17% active;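 active means inhibition above the mean inhibition of all tested compounds plus 3 SD, set per campaign, cut at about 52% in these data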;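 further: 0% = DMSO treated cells and 100% = cells given Gossypol at 36 µM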
NCOA3 inh – SRC3 coactivator transcriptional activity inhibitors, primary screen, cell-based, luminescence | 360,000 tested, 0.17% active | HEK293 GAL4-SRC3 luciferase reporter | Nuclear receptor coactivator 3 (Homo sapiens), Q9Y6Q9 | inhibition, % at 3.6 µM | AID 588352, 2011;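 active means inhibition above a per-campaign cutoff, the mean of all compounds plus 3 SD, cut at about 60% in these data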;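 further: 0% = DMSO-treated cells and 100% = gossypol-treated cells at 36 µM; higher means less SRC3-driven luciferase light from the GAL4 reporter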
MC4R ag barr – MC4R agonists recruiting beta-arrestin, primary screen, cell-based, luminescence, agonist arm of biased-ligand search; Melanocortin receptor 4 (Homo sapiens), P32245; U2OS MC4R beta-arrestin complementation; percent of melanotan II response, DMSO zero; activation, % at 8.9 µM; 360,000 tested, 0.98% active; AID 540308, 2011;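 active means activation above a per-plate cutoff, the mean activation of sample wells on that plate plus 3 SD, cut at about 8% in these data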
Target sequence (P32245 whole entry, looked up): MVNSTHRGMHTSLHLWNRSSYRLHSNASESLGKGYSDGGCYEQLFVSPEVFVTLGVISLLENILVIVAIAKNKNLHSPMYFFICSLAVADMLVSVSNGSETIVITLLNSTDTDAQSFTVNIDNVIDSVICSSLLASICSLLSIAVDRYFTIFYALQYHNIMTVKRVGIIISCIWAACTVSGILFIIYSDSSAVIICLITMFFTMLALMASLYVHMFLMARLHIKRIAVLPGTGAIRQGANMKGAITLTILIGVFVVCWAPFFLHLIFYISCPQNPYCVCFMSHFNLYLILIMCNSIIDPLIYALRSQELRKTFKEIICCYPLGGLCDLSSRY
LMP1 NFkB inh – EBV LMP1-driven NF-kappaB luciferase reporter inhibitors, primary screen, cell-based, luminescence, single point. LMP1-induced NF-kappaB luciferase reporter cells. inhibition, % at 12.5 µM. 350,000 tested, 0.69% active. AID 504558, 2011; in the data active means inhibition above about 41%;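 further: 0% = neutral control wells and 100% = reference inhibitor control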
NCOA1 inh – SRC1 coactivator transcriptional activity inhibitors, primary screen, cell-based, luminescence; HEK293 GAL4-SRC1 luciferase reporter; 360,000 tested, 0.12% active; Nuclear receptor coactivator 1 (Homo sapiens), Q15788; inhibition, % at 3.6 µM;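 active means inhibition above the campaign mean plus 3 SD, with each screening campaign given its own cutoff, cut at about 60% in these data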;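 further: 0% = DMSO treated cells and 100% = gossypol at 36 µM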
ABHD5 PLIN5 PPI – ABHD5-PLIN5 interaction inhibitors, primary screen, cell lysate, split luciferase complementation, luminescence. 360,000 tested, 0.78% active. Split G. princeps luciferase complementation, 4 h. inhibition, % at 4 µM. Perilipin-5 (Homo sapiens) + 1-acylglycerol-3-phosphate O-acyltransferase ABHD5 (Homo …. AID 602281, 2012;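 active means inhibition above the mean inhibition across every tested compound plus 3 SD, cut at about 22% in these data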;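 further: 0% = DMSO only wells and the 100% control is not disclosed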
MC4R antag cAMP – MC4R antagonists of cAMP signaling, primary screen, cell-based, TR-FRET, antagonist arm of biased-ligand search; MC4R-expressing cells, MTII-stimulated cAMP, LANCE TR-FRET; 360,000 tested, 0.48% active; inhibition, % at 6.5 µM; AID 540295, 2011; Melanocortin receptor 4 (Homo sapiens), P32245;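 active means inhibition above its plate's cutoff, the mean of tested wells on that plate plus 3 SD, cut at about 29% in these data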;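 further: 0% = Melanotan II alone and 100% = Melanotan II plus saturating MCL0020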
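System: U2OS cells stably expressing human melanocortin 4 receptor (MC4R). Reagent: Melanotan II challenge after compound preincubation. Doses: 6.5 µM. Times: 30-min compound, 1-h challenge, 1-h detection, room temperature. Measured by: TR-FRET with Eu-cAMP and labeled anti-cAMP, 671 nm. Replicates: singlicate.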
NR2F2 inh – NR2F2 transcriptional activity inhibitors, primary screen, cell-based, luciferase reporter, HEK293T, luminescence. HEK293T NGFI-A luciferase reporter. inhibition, % at 8.6 µM. 370,000 tested, 0.7% active. AID 686940, 2013;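 active means inhibition above a per-plate cutoff, mean inhibition of test wells between control levels plus 3 SD, cut at about 38% in these data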;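 further: cells cotransfected with COUP-TFII expression vector driving the NGFI-A reporter; 0% = median of COUP-TF2 test wells and 100% = reporter-only cells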
NR5A2 inv ag – LRH-1 (NR5A2) inverse agonists, primary screen, cell-based, luminescence, HEK293T, StAR-luciferase reporter. inhibition, % at 3.6 µM. 360,000 tested, 0.13% active. AID 602396, 2012. Nuclear receptor subfamily 5 group A member 2 (Homo sapiens), O00482. LRH-1 transfected, 24 h;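 active means inhibition above the mean inhibition of all tested compounds plus 3 SD, cut at about 73% in these data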;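 further: 0% = DMSO wells and 100% = reporter-only cells lacking LRH-1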
Target sequence (O00482 whole entry, looked up): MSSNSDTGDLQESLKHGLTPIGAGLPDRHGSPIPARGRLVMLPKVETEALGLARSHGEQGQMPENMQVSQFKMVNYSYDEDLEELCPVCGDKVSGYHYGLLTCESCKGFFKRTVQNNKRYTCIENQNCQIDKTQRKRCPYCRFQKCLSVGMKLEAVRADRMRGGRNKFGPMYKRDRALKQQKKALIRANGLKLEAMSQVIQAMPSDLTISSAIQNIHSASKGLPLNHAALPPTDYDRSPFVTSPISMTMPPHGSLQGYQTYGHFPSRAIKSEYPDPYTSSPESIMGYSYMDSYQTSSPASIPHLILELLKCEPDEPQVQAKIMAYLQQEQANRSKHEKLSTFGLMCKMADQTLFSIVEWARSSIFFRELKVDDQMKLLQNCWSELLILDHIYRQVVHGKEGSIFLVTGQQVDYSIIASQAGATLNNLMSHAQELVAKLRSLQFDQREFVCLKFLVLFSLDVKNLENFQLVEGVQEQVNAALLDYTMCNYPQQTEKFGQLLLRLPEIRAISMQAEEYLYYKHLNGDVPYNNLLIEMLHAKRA
TLR9-MyD88 inh – inhibitors of TLR9-MyD88 association in cells, primary screen, cell-based, CHO, BLA complementation, fluorescence; Toll-like receptor 9 (Homo sapiens) + Myeloid differentiation primary response protein …; CCF4 FRET ratio; inhibition, % at 4.98 µM; 340,000 tested, 0.21% active;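 active means inhibition above the mean over all tested compounds plus 3 SD, cut at about 21% in these data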;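 further: 0% = DMSO only wells and 100% = clavulanate BLA inhibitor control wells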
Starred values were filed as active, the others as inactive; / = no result given. This is a subset; the hit share may differ from the screen's.

SMILES | NOD2 RIPK2 PPI | SRC2 inh | NCOA3 inh | MC4R ag barr | LMP1 NFkB inh | NCOA1 inh | ABHD5 PLIN5 PPI | MC4R antag cAMP | NR2F2 inh | NR5A2 inv ag | TLR9-MyD88 inh
COc1ccc(CNC2CCCCC2C)c(OC)c1 (configuration not stated) | -10 | / | -14 | 0.8 | 1 | -1 | 2 | 5 | / | 15 | 0
CC1(C)C2CCC1(C)C(OC(=O)C[n+]1ccccc1N)C2 (configuration not stated) | 9 | -24 | 6 | -0.1 | -4 | 15 | -4 | 12 | -1 | -6 | -17
O=C(NCc1ccccc1F)C1CCCN1C(=O)Nc1ccccc1 (configuration not stated) | -11 | -1 | -1 | 0.6 | -2 | -2 | 0 | 16 | -12 | 3 | 3
O=C(O)CC1(O)C(=O)N(Cc2ccccc2)c2ccccc21 (configuration not stated) | -5 | -7 | -1 | -2.8 | 10 | -15 | -1 | -3 | 1 | 10 | 2
Cc1nc(C)c(-c2ccc(SCc3ccc([N+](=O)[O-])cc3)nn2)s1 | -9 | -20 | 27 | 0.0 | -5 | -31 | -3 | 8 | -1 | 6 | -10
CCc1nnc(NC(=O)CCC(=O)NCc2ccc(C)cc2)s1 | 0 | -7 | -8 | -2.7 | 8 | 6 | 1 | 9 | -1 | 10 | -2
Cn1cnc(S(=O)(=O)Nc2ccc(OC(F)(F)F)cc2)c1 | 5 | 13 | 16 | -2.3 | -19 | 0 | 3 | 1 | -2 | 6 | 4
Oc1ccc(-c2cnns2)c(O)c1 | -3 | 23 | -27 | -2.9 | -3 | -2 | 6 | -2 | -12 | -22 | -3
C[C@@H]1CCCCO[C@@H](CN(C)Cc2ccccc2)[C@@H](C)CN([C@H](C)CO)C(=O)c2cc(N(C)C)ccc2O1 | -10 | 6 | 10 | 2.8 | 2 | -21 | 9 | 5 | 24 | -34 | 0
Nc1nc(SCC(=O)N2CCCCC2)[nH]c(=O)c1NC(=O)c1cccs1 | 5 | -5 | 10 | -2.5 | 1 | 0 | 0 | 13 | -12 | -18 | 5
COc1ccccc1C(=O)N(Cc1ccco1)C1CCS(=O)(=O)C1 (configuration not stated) | -4 | -21 | 12 | -1.1 | 6 | 7 | 2 | -3 | 4 | 24 | -1
O=C1c2ccc(-c3ccc4c(c3)C(=O)N(CCO)C4=O)cc2C(=O)N1CCO | -4 | 1 | -1 | 0.6 | -11 | -14 | 6 | 0 | 2 | -6 | 2
Nc1cc(Cl)ccc1C(=O)OCC(=O)NCC1CCCO1 (configuration not stated) | -2 | 5 | -6 | 0.1 | -3 | -9 | -9 | -2 | -2 | -6 | -9
Cc1c(O)ccc(/C(Cc2ccc3ccccc3n2)=N\N)c1O | 5 | -12 | 18 | 1.5 | -11 | 25 | -4 | -1 | 8 | 18 | -2
CCn1cc(C(=O)O)c(=O)c2cc(F)c(N/N=C/c3ccccc3)cc21 | -10 | 1 | 17 | 1.0 | -28 | -14 | 0 | 10 | -2 | -4 | -1
O=S(=O)(N1CCOCC1)N1CCCN(S(=O)(=O)N2CCOCC2)CC1 | -10 | 8 | -8 | -1.1 | 1 | -14 | -5 | 8 | 18 | -22 | 6
Cc1nn(Cc2c(Cl)cccc2Cl)c(Cl)c1/C=N/NC(=O)c1cccnc1 | 7 | -40 | -53 | 1.9 | -1 | -34 | 0 | -8 | -12 | -58 | 2
CCOc1ccc2nc(SCC(=O)NCc3ccc(S(N)(=O)=O)cc3)sc2c1 | -53 | -25 | -30 | -2.0 | -13 | -57 | -7 | -3 | -5 | -35 | -3
O=C(CN1c2cccc3cccc(c23)S1(=O)=O)Nc1ccccc1F | 2 | 19 | -12 | -1.4 | 3 | 12 | -7 | 4 | -13 | -1 | 3
O=C1[C@H]2[C@H](C=CC[C@H]2C(=O)N2CCN(c3ccccc3)CC2)CCN1Cc1ccc(Cl)c(Cl)c1 | 6 | -17 | -24 | 69* | -3 | -11 | -9 | 15 | 10 | -31 | -7
O=C(CCl)NC1(C(=O)O)CCCC1 | -3 | -14 | -25 | -3.3 | -3 | -11 | -1 | 1 | 11 | -18 | 3
COc1cc(/C=N/NC(=O)c2ccc(C)nc2)cc([N+](=O)[O-])c1O | -2 | 5 | 7 | -3.4 | -9 | 7 | -2 | -26 | -9 | 0 | -6
Cc1ccc(CN2CCNC(=O)C2CC(=O)N(Cc2c(C)nn(C)c2C)C2CC2)o1 (configuration not stated) | 12 | 5 | 0 | -2.5 | -8 | -3 | 5 | 14 | 15 | -7 | 1
O=S(=O)(c1cc(Cl)cc(Cl)c1O)N1CCC2(CC1)OCCO2 | -24 | 5 | -11 | 2.7 | 1 | -7 | 16 | 0 | 0 | 19 | 0
CC1(c2ccc(Cl)cc2)NC(=O)N(CC(=O)Nc2ccc3c(c2)OCO3)C1=O (configuration not stated) | 5 | -20 | -42 | 0.7 | -4 | -6 | 0 | 9 | 5 | -6 | -1
O=C(NCCc1nc2ccccc2[nH]1)c1ccc(F)cc1 | 5 | / | 14 | -1.2 | 4 | 4 | 2 | 3 | / | -6 | 0
c1ccc(-n2nnnc2SCc2cn3ccccc3n2)cc1 | 4 | -21 | 3 | 1.5 | 1 | -4 | 1 | -7 | 2 | 10 | -3
Cc1ccc(COC(=O)c2cccc(S(=O)(=O)N3CCCCC3)c2)cc1 | 3 | 11 | 3 | -2.3 | 4 | -25 | 4 | 9 | 1 | -4 | 0
COc1ccccc1NS(=O)(=O)c1ccccc1C#N | 2 | 10 | 6 | 0.6 | -6 | 0 | 4 | 11 | 4 | 0 | 3
CC(C)[C@H](NC(=O)NC1CCN(Cc2ccccc2)CC1)C(=O)O | -3 | 15 | 10 | -1.0 | -3 | 11 | 0 | 2 | 26 | -14 | 0
COc1ccc(C(=O)/C=C\N2CCOCC2)cc1 | 4 | -19 | -11 | -2.2 | -4 | -17 | 7 | 1 | 2 | 2 | -10
Clc1ccc(Cl)c(Oc2ccc(Oc3nc(Cl)ccc3Cl)cc2)n1 | -2 | -10 | -3 | -0.4 | 1 | -1 | -7 | 3 | -3 | 10 | 5
O=C(NCCCNC(=O)c1ccc(-c2cc(Cl)ccc2Cl)o1)c1cnccn1 | 3 | -14 | -7 | 0.3 | -1 | 2 | 3 | -1 | 9 | -17 | -3
CCOC1=C/C(=C/c2c(N)n3nc(-c4ccccc4)sc3nc2=O)C=CC1=O | -6 | -16 | 7 | -3.4 | 2 | -3 | 4 | -7 | 3 | 1 | /
CC1CN(C(=O)C2CC(=O)N(c3ccc(Cl)cc3)C2)CC(C)O1 (configuration not stated) | -2 | -33 | -5 | -1.8 | -1 | -9 | -2 | 9 | 17 | 1 | 4
Cc1c(CC(=O)O)c(=O)oc2cc3oc4c(c3cc12)CCCC4 | -3 | -4 | 2 | -1.8 | -13 | 16 | 1 | -7 | -6 | 17 | -7
O=C(Nc1ccccc1)NC1CCCCCCC1 | -4 | -33 | -68 | 1.1 | / | -50 | -5 | 13 | -43 | -70 | /
CCOc1ccccc1C(=O)OCC(=O)NCCc1ccc(OC)cc1 | -4 | -6 | -1 | 0.1 | -4 | 9 | 2 | -2 | -4 | 39 | 3
COc1ccc(C(=O)O)nc1C | -6 | 6 | -11 | -0.5 | -4 | -21 | 0 | 12 | 6 | -9 | -2
CCOC(=O)C(NC(=O)c1ccccc1)(OCC1(CC)COC1)C(F)(F)F (configuration not stated) | -9 | 6 | -19 | 1.1 | -4 | -4 | -3 | 7 | 8 | 3 | -3
COCC(C)NC(=O)COc1ccc(Cl)cc1Cl (configuration not stated) | -10 | -2 | -2 | -1.5 | -7 | -4 | 1 | 0 | -9 | 6 | -1

Part of the list above in order of molecular weight, rising.
SMILES | NOD2 RIPK2 PPI | SRC2 inh | NCOA3 inh | MC4R ag barr | LMP1 NFkB inh | NCOA1 inh | ABHD5 PLIN5 PPI | MC4R antag cAMP | NR2F2 inh | NR5A2 inv ag | TLR9-MyD88 inh
COc1ccc(C(=O)O)nc1C | -6 | 6 | -11 | -0.5 | -4 | -21 | 0 | 12 | 6 | -9 | -2
O=C(Nc1ccccc1)NC1CCCCCCC1 | -4 | -33 | -68 | 1.1 | / | -50 | -5 | 13 | -43 | -70 | /
COCC(C)NC(=O)COc1ccc(Cl)cc1Cl (configuration not stated) | -10 | -2 | -2 | -1.5 | -7 | -4 | 1 | 0 | -9 | 6 | -1
Cc1c(CC(=O)O)c(=O)oc2cc3oc4c(c3cc12)CCCC4 | -3 | -4 | 2 | -1.8 | -13 | 16 | 1 | -7 | -6 | 17 | -7
CC1CN(C(=O)C2CC(=O)N(c3ccc(Cl)cc3)C2)CC(C)O1 (configuration not stated) | -2 | -33 | -5 | -1.8 | -1 | -9 | -2 | 9 | 17 | 1 | 4
CCOc1ccccc1C(=O)OCC(=O)NCCc1ccc(OC)cc1 | -4 | -6 | -1 | 0.1 | -4 | 9 | 2 | -2 | -4 | 39 | 3
CCOC(=O)C(NC(=O)c1ccccc1)(OCC1(CC)COC1)C(F)(F)F (configuration not stated) | -9 | 6 | -19 | 1.1 | -4 | -4 | -3 | 7 | 8 | 3 | -3
CCOC1=C/C(=C/c2c(N)n3nc(-c4ccccc4)sc3nc2=O)C=CC1=O | -6 | -16 | 7 | -3.4 | 2 | -3 | 4 | -7 | 3 | 1 | /
Clc1ccc(Cl)c(Oc2ccc(Oc3nc(Cl)ccc3Cl)cc2)n1 | -2 | -10 | -3 | -0.4 | 1 | -1 | -7 | 3 | -3 | 10 | 5
